Bioassay records deposited in PubChem BioAssay by several laboratories.
CDK5 inh = blocks human CDK5/p35 kinase activity | Q00535+Q15078 | Recombinant CDK5/p35, ADP-Glo luminescence, 60 min | inhibition, % at 10 µM | 0.01% of 330,000 active;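 active = highest replicate inhibition of at least 50% and at least 75% of replicates reaching 50%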;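 note: plate controls were DMSO neutral control for no effect and GW8510 at 10 µM for full effect; many of its hits are not listed in these tables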
PfHsp90 yeast 2 = reduces growth (ATP signal) of yeast expressing P. falciparum Hsp90; S. cerevisiae expressing PfHsp90, BacTiter-Glo ATP, 48 h; yeast lacking PDR1 and PDR3 efflux regulators; inhibition, % at 9.4 µM; 0.32% of 310,000 active; AID 504621;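 active = every replicate shows inhibition above about 80%, whatever the replicate mean, limit read from the data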;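 note: 0% = DMSO neutral controls and 100% = 20 µM radicicol positive controls; yeast relying on Plasmodium falciparum Hsp90 in place of its own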
NSD2 HMT inh = blocks human histone methyltransferase NSD2; O96028; NSD2 peptide methylation, AlphaScreen, 120 min; inhibition, % at 12.5 µM; 0.54% of 310,000 active; in the data active = inhibition above about 50%
Rtt109 HAT inh = inhibitors of Candida albicans Rtt109/Vps75 histone acetyltransferase | Q5AAJ8 | purified Rtt109/Vps75, ThioGlo CoA-SH fluorescence, 4 h | inhibition, % at 34.9 µM | 0.16% of 330,000 active | AID 540336;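 active = inhibition of at least 50% in every replicate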
RTF Ca sens inh = cardiac RTF calcium desensitization | P19429+P45379 | IANBD-labeled cardiac RTF, Ca2+ fluorescence | inhibition, % at 7.15 µM | 0.12% of 340,000 active;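 active = inhibition above the mean inhibition of all tested compounds plus 3 SD, cut at about 17% in these data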;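 note: assay run at fixed EC70 calcium of 1.6 mM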
PvdQ inh = P. aeruginosa PvdQ acylase inhibition | purified PvdQ acylase, fluorescence plate reader | inhibition, % at 10 µM | 0.063% of 340,000 active; in the data active = inhibition above about 30%, passing the limit was not always enough;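 note: 0% = vehicle neutral wells and 100% = reference inhibitor wells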
Keap1 Nrf2 FP = Keap1-Nrf2 (human) interaction inhibition | Q14145 | Keap1 Kelch-Nrf2 peptide fluorescence polarization, 1536-well | inhibition, % at 9.4 µM | 0.15% of 340,000 active; in the data active = inhibition above about 12%;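 note: human Keap1 Kelch domain with fluorescein labeled Nrf2 9mer peptide probe; 0% = neutral control wells and 100% = peptide positive control; higher means more block of Keap1 binding to Nrf2 peptide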
Target sequence (Q14145 whole entry, looked up, the tested form may be a part): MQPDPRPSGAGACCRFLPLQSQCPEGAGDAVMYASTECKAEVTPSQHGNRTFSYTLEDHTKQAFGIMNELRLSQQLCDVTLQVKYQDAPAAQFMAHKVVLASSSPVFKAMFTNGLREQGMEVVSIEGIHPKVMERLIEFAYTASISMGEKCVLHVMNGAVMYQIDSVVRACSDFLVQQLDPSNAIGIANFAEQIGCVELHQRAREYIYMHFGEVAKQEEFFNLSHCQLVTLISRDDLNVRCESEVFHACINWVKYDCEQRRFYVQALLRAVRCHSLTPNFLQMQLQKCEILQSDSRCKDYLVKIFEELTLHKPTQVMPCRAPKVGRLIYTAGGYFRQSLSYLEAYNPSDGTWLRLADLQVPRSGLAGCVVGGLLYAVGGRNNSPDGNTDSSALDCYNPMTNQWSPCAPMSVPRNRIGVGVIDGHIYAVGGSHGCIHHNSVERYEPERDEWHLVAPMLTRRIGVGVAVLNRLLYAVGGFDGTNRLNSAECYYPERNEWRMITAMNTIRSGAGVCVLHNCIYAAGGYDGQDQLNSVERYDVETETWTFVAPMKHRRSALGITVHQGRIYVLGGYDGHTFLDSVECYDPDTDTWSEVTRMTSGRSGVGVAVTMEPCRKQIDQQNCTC
cardiac RTF act = cardiac RTF calcium sensitization; P19429+P45379; IANBD-labeled TnC RTF fluorescence at EC20 calcium; 0% EC20 calcium, 100% full calcium; activation, % at 7.2 µM; 0.24% of 340,000 active; AID 493008;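 active = activation above the mean over all tested compounds plus 3 SD, cut at about 30% in these data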;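 note: rise in fluorescence read as greater calcium sensitivity of cardiac thin filaments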
Mot1-301 SUMO = SUMOylation pathway inhibition by Mot1-301 growth rescue. S. cerevisiae Mot1-301 growth rescue, ATP luminescence, 38.5C; percent above DMSO median, 100 means doubled. growth rescue, % at 18.8 µM. 1% of 320,000 active;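 active = every valid replicate shows activation above 250% relative to neutral control wells; inactive = the rest, any valid replicate at or below 250%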;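 note: OY570 slx delta 5 strain wells were the positive control but not used for scaling; some compounds called inactive have numbers as strong as hits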
C-LANA FP = inhibitors of KSHV LANA C-terminal domain DNA binding; MBP-C-LANA/FAM-LBS DNA binding, fluorescence polarization; inhibition, % at 9 µM; 0.078% of 340,000 active; AID 504423;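 active = highest replicate inhibition at or above 60% at 9 µM, even if other replicates fall short; inactive = all replicates below 60% inhibition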;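 note: 0% = neutral control wells and 100% = 4 µM acridine orange control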
dFosB activator = mouse delta FosB homodimer activation; P13346; purified delta FosB, TAMRA-CDK5 oligo fluorescence polarization; percent of positive-control signal above neutral wells; activation, % at 25 µM; 0.99% of 340,000 active; AID 493131;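 active = mean activation above about 17%, with every replicate also reaching it, limit read from the data, passing the limit was not always enough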;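 note: fluorescence polarization rise as delta FosB binds a TAMRA Cdk5 AP-1 oligo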
Active calls of the source: *; nt = not tested or not shown.

SMILES	CDK5 inh	PfHsp90 yeast 2	NSD2 HMT inh	Rtt109 HAT inh	RTF Ca sens inh	PvdQ inh	Keap1 Nrf2 FP	cardiac RTF act	Mot1-301 SUMO	C-LANA FP	dFosB activator
FC(F)(F)c1nnc2ccc(N3CCN(c4ccccc4)CC3)nn12	-1.0	16	2	1	-7	-11	-2	-4	3	0.9	7
Cc1ccc(CN2C3CCCC2CC(NC(=O)c2ccc(F)cc2)C3)cc1 (centres undefined)	0.7	0	14	-4	-8	-20	-4	0	-1	-2.2	-3
CC(C)(C)N(Cc1ccccc1)C(=O)COC(=O)[C@@H]1CCCN1C(=O)c1cccs1	2.0	nt	0	6	-5	-5	-4	-2	258	-0.8	-7
CN(c1ccccc1)C1CCCCC1NS(=O)(=O)c1ccc(Cl)cc1 (centres undefined)	-0.2	-23	-1	-3	-17	-11	-5	-5	77	-0.4	-4
CC(NC(=O)Nc1ccccc1)C(c1ccccc1)N1CCOCC1 (centres undefined)	0.2	-8	1	7	-6	-16	-3	1	115	1.5	-3
Cc1nn(C)c(Cl)c1CN1CCCC(CO)(Cc2cccc(Cl)c2)C1 (centres undefined)	0.0	0	0	-3	-11	-5	-9	-2	36	-1.6	-8
CCOc1cc(C)c(Cl)cc1S(=O)(=O)NCCOC	-0.1	-2	-3	-3	-6	-8	-3	2	-6	-1.9	1
CCCN(CC(=O)Nc1ccccc1C)C(=O)COC(=O)CSc1ccc([N+](=O)[O-])cc1	0.2	9	4	4	-9	-5	-1	2	36	0.7	-16
O=C(O)CNC(=O)c1ccc(NC(=O)/C(=C/c2ccccc2)NC(=O)c2ccccc2Br)cc1	0.7	-20	-3	-2	-5	-3	3	3	-12	-2.5	7
O=C(NC1CCS(=O)(=O)C1)C1C2CC3CC(C2)CC1C3 (centres undefined)	1.6	-41	0	0	14	-4	3	-2	-6	15	5
COc1cccc(CN(C)C(=O)CCc2nnc(-c3ccsc3)o2)c1	-0.1	16	-1	-5	-4	8	-1	-2	3	-0.4	2
COc1ccccc1N1CCN(C(=O)c2c(-c3ccccc3)noc2C)CC1	1.8	7	1	0	1	-12	2	-2	-8	-0.3	-5
Oc1ccc(-c2cn3c(n2)SCC3)cc1	3.0	-35	1	2	-9	-6	0	2	-12	-0.9	-4
Cc1ccc2c(c1)C1CC(C)(O2)N(c2cccc(C(=O)NCc3ccccn3)c2)C(=O)N1 (centres undefined)	1.0	-5	-4	1	3	-14	-5	-1	112	-0.2	-14
OCCCN=c1cc(-c2ccccc2)oc2ccc(Cl)cc12	0.9	-10	3	-6	-5	-8	3	0	17	-6.7	10
O=C(CSc1ncccn1)NC(=O)NCc1ccccc1	-0.4	-3	5	-10	-2	-6	-1	9	3	0.4	-5
Cc1cc(C(=O)COC(=O)c2ccncc2)c(C)n1CCc1ccc(F)cc1	-2.9	31	-1	0	1	0	1	4	4	-0.5	-3
COc1ccc(CCN(C)C(=O)c2ccc(COc3ccccc3)o2)cc1OC	-0.1	-1	1	-1	-1	0	-5	1	-8	1.7	0
CC(C)OC(=O)CSc1nnc(-c2cnccn2)n1C	2.9	2	nt	-9	5	-5	4	3	-5	0.6	-6
Cc1cc(C)c2nc(N3C(=O)C(O)=C(C(=O)c4ccco4)C3c3ccco3)sc2c1 (centres undefined)	0.0	-48	0	-17	14	-8	-7	-2	0	13	-13
COc1cccc(C(=O)OCC(=O)c2c(N)n(C)c(=O)n(C)c2=O)c1	0.4	7	3	-12	3	-9	1	-4	3	-1.3	-8
COc1ccccc1N1CCN(C(CNS(C)(=O)=O)c2cccnc2)CC1 (centres undefined)	-0.5	-16	-1	8	-8	-8	-4	4	-1	-1.5	-6
Nc1nc(N)c2ncc(C(=O)CCc3ccccc3)nc2n1	-0.1	0	12	-10	-4	4	3	1	3	3.1	-4
CN(C)C1=NCCN1CCCC1CCCCC1	1.2	-18	nt	-6	-5	-5	-5	-1	-14	2.8	2
CN1CCN(C(=S)c2ccc(N(C)C)cc2)CC1	4.0	27	5	6	0	0	-2	-8	-14	1.3	-7
SMILES	CDK5 inh	PfHsp90 yeast 2	NSD2 HMT inh	Rtt109 HAT inh	RTF Ca sens inh	PvdQ inh	Keap1 Nrf2 FP	cardiac RTF act	Mot1-301 SUMO	C-LANA FP	dFosB activator
Cc1ccc(C=C2C(=O)c3ccccc3C2=O)s1	4.0	1	3	-6	-4	9	-7	-1	-9	0.7	-38
COc1ccc(C(=O)NCC(=O)N2CCC(Cc3ccccc3)CC2)cc1OC	0.8	14	23	6	6	-7	4	2	nt	-0.1	-9
COc1ccc(S(=O)(=O)NCCc2ccccc2)cc1	-0.9	18	13	-2	6	11	-6	-5	-5	3.0	1
CCOC(=O)C(NC(C)=O)C(OC(C)=O)c1cccc(N(CCO)CCO)c1 (centres undefined)	0.6	30	0	-11	-4	-6	2	2	-9	0.4	-2
CCC(Oc1ccccc1)C(=O)Nc1nnc(C)s1 (centres undefined)	0.5	1	6	-2	-12	-5	-1	-2	35	-1.0	2
O=C1CC(Nc2ccc3ccccc3c2)C(=O)N1Cc1ccccc1 (centres undefined)	3.1	nt	10	11	7	7	1	1	312	0.5	-7
COc1ccc(N(CC(=O)NCCC2=CCCCC2)S(=O)(=O)c2ccccc2)cc1OC	-1.7	29	-4	-1	8	3	3	5	160	-0.4	-4
Cc1ccc(C(=O)NC2CC3CCCC(C2)N3C(=S)NCc2ccco2)cc1 (centres undefined)	0.0	-17	2	9	-3	-1	-9	7	-15	-0.4	-11
CCOC(=O)N1CCN(C(=O)c2ccc(Cn3c(=S)[nH]c4cc(OCC)c(OCC)cc4c3=O)cc2)CC1	-1.3	-1	-3	5	3	-10	4	-4	-5	-0.3	7
CC(C)(C)c1cc(=O)n2c(C#N)c(C#N)nc2[nH]1	0.8	-2	0	-17	-5	-17	-7	-1	3	-0.6	1
CCCn1c(=O)[nH]c(=O)c2c1nc(-c1ccc(OC)c(Br)c1)n2CCOC	0.2	-1	-5	5	7	-10	0	6	275	0.1	-6
CC(C)c1ccc(NC(=O)COc2ccc(S(=O)(=O)N3CCOCC3)cc2)cc1	0.4	-7	-5	6	10	4	0	-9	nt	0.0	-7
CCc1ccc([C@@H]2CC=C(C(=O)O)CN2S(=O)(=O)c2ccc(C)cc2)cc1	-0.8	25	nt	-4	-3	-12	-2	-1	-3	0.9	-11
COCC(=O)N(C)c1nnc(-c2cnc(C)cn2)s1	0.1	-15	nt	13	-1	11	-2	-3	4	-1.2	-9
COc1ccc(CN(Cc2ccc(C(=O)O)cc2)C(=S)Nc2ccccc2Cl)cc1OC	0.8	-12	0	4	0	-7	-5	2	nt	0.1	-3
COc1ccc(C(=O)c2sc3nc(-c4ccccc4)ccc3c2N)cc1	-0.3	-7	-3	7	-50	-7	-8	19	54	2.6	-11
CCCOc1ccc(CC2CCC(=O)NC2=O)cc1 (centres undefined)	-2.5	33	0	-2	-23	-1	1	-3	-3	1.5	-9
COc1ccc(CCNC(=O)Cn2nnc(C(=O)Nc3cccc(C)c3C)c2N)cc1OC	nt	-1	-2	-3	-7	-3	4	1	0	-0.3	-1
Cc1cc(C)c2nc(/N=C(\N)NC(=O)Nc3ccccc3)nc(C)c2c1	0.3	-8	-1	6	2	4	1	-11	10	-1.4	52*
CC(=O)Nc1ccc(S(=O)(=O)Nc2nc3ccccc3nc2Nc2ccccc2)cc1	0.1	-3	nt	1	4	-9	4	-5	-4	-0.7	-8
C/C(=N\Nc1ccc([N+](=O)[O-])cc1[N+](=O)[O-])C(C)(C)C(C(=O)O)C(=O)O	-0.1	14	-2	-16	-8	-4	-1	-7	-8	2.3	2
CC1CCCCC1NC(=O)C1CCN(S(=O)(=O)c2ccc3c(c2)CCC(=O)N3)CC1 (centres undefined)	1.3	-10	nt	-3	-10	-13	0	0	2	1.1	-7
COc1ccc(Cl)cc1NC(=O)C1CC(c2ccccc2O)=NO1 (centres undefined)	-1.2	2	-6	-2	-9	7	1	-1	10	6.3	5
COc1ccc(OC)c(NC(=O)COC(=O)CCc2nc3ccccc3c(=O)[nH]2)c1	-0.5	-25	1	-1	2	-7	-6	4	11	-3.5	7
CCc1nn(CC(=O)NCCc2ccc(OC)cc2OC)c(=O)c2cc3occc3n12	1.3	-15	-1	-6	3	-9	-1	-2	-1	0.2	15
COc1ccccc1NS(=O)(=O)c1cc(NC(=O)c2cccs2)ccc1N1CCOCC1	0.7	21	-2	8	1	11	-3	-1	-1	-0.8	-2
Cc1cccc(C(=O)NC(=S)NNC(=O)c2ccc(Cl)cc2)c1	-0.8	-35	14	-6	7	-8	-4	0	-13	2.6	7
CCOC(=O)c1cc(-c2c(Cl)cccc2Cl)no1	-3.5	-5	-3	-8	3	-8	-1	-7	15	-0.3	2
